Screening data as filed in PubChem.
AID2073 – inhibitors of Mint1-CaV2.2 protein interaction, biochemical, HTRF (AID 2073); inhibition, % at 20 µM, or IC50 in µM where a hit was titrated; 290,000 tested, 0.19% active; HTRF protein-protein interaction, Mint1-CaV2.2; higher % means a stronger effect; in the data active = inhibition mostly above about 51%, no sharp cut-off; inconclusive = no clear call, values can overlap the other calls; inactive = mostly below about 53%; note: some results filed as inactive read as strong as hits
LYP phosphatase – PTPN22 lymphoid phosphatase activity blockers – biochemical, fluorescence intensity, uHTS (AID 1779); recombinant LYP phosphatase, fluorescence intensity; higher % means a stronger effect; 290,000 tested, 0.054% active; inhibition, % at 11.5 µM; hits with a dose series show IC50 in µM;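 note: plate controls were vehicle with enzyme for no effect and no enzyme for full effect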
P. falciparum M17LAP – P. falciparum M17LAP inhibitors, primary screen, biochemical, fluorogenic H-Leu-NHMec substrate, 1536-well (AID 1619). recombinant M17LAP, H-Leu-NHMec fluorogenic kinetic assay; higher % means a stronger effect. 220,000 tested, 0.38% active. inhibition, % at 30 µM, or IC50 in µM where a hit was titrated;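 active = compound inhibiting the enzyme by more than half at any dose during confirmatory dose-response retesting; inconclusive = strong single-dose inhibitors picked by rank but not retested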;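 note: plate controls were full reaction with DMSO carrier for no effect and no enzyme background for full effect; strong numbers were not always called active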
CSM14.1 death rescue – protection against thapsigargin-triggered cell killing – 384-well, CSM14.1, ATP luminescence, primary screen (AID 1222). 190,000 tested, under 10 active. cellular ATP content (survival), % at 20 µM, or EC50 in µM where a hit was titrated. CSM14.1 thapsigargin-induced death rescue, ATP luminescence; higher % means a stronger effect;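 active = EC50 below 50 µM in the dose-response confirmation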;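 note: death triggered by thapsigargin at about 15 µM added after 2 h compound pretreatment; cell ATP read after overnight thapsigargin exposure of roughly 18 to 22 hours; normalized against plate controls of thapsigargin alone and 5% DMSO vehicle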
Lipid droplet – modulators of hepatic lipid droplet formation; AML12 mouse hepatocytes, oleate lipid droplets, BODIPY imaging; inhibition, % at 6.5 µM; 240,000 tested, 0.4% active;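 active = lipid droplet intensity inhibited by at least 50%, with more than 500 cells counted; inconclusive = wells with under 300 cells, treated as cytotoxic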
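Test system: AML12 hepatocytes (mouse); reagent: oleate loading, 100 µM; dosing: one dose, 6.5 µM compound; incubation: overnight exposure; signal: fluorescence imaging, 20x objective, two fields per well; read-out basis: % inhibition of corrected integrated BODIPY droplet signal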
SIAH1 antagonists – Siah-1 peptide-binding antagonists, primary screen, biochemical, fluorescence polarization, rhodamine-plectin, uHTS (AID 1817) | Siah-1 / rhodamine-plectin peptide fluorescence polarization; higher % means a stronger effect | displacement, % at 20 µM; hits with a dose series show IC50 in µM | 290,000 tested, 0.02% active;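 active = displacement of at least 50% at 20 µM, with a fluorescence ratio check between 0.3 and a set limit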;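 note: plate controls were Siah plus tracer with DMSO for no effect and tracer alone without Siah for full effect; strong numbers were not always called active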
XIAP antagonists – small molecules displacing peptide from XIAP – biochemical, IAP family, fluorescence polarization (AID 1018). XIAP BIR domain, fluorescence polarization peptide displacement; higher % means a stronger effect. displacement, % at 20 µM, or IC50 in µM where a hit was titrated. 200,000 tested, 0.007% active; in the data active = displacement above about 50%; note: a part of the inactive calls stands beside numbers as strong as those of hits
P. falciparum M1AAP – P. falciparum M1AAP inhibitors, biochemical, fluorogenic H-Leu-NHMec substrate, 1536-well (AID 1445); 220,000 tested, 0.42% active; inhibition, % at 30 µM, or IC50 in µM where a hit was titrated; recombinant M1AAP, H-Leu-NHMec fluorogenic kinetic assay; higher % means a stronger effect;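 active = primary inhibition above the hit cutoff, then over 50% inhibition at one or more dose response concentrations, cut at about 23% in these data, passing the limit was not always enough; inconclusive = conflicting primary data, or primary hits not chosen for dose response; inactive = low primary inhibition, or under 50% at every dose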;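 note: plate controls were DMSO full reaction for no effect and no enzyme background for full effect; strong numbers were not always called active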
NOD2 inhibition – inhibition of NOD2-driven NF-kB reporter – cell-based, luminescence, uHTS, HEK293 (AID 1566). HEK293 NOD2/NF-kB luciferase reporter, luminescence; higher % means a stronger effect. inhibition, % at 4 µM; hits with a dose series show EC50 in µM. 290,000 tested, 0.63% active; note: many of its hits are not listed in these tables
Lipid droplet cells 6.5 µM – recorded beside Lipid droplet, whose call it bears; cell count; measured here: cell count, cytotoxicity flag;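 cells counted across two imaged fields per well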
* marks the source's active call; other numbers are inactive results; ? = inconclusive; nt = not tested or not shown. Cut-off read from the data, not from the text of the source, unless noted: active = inhibition above about 50%; inactive = the rest.

SMILES	AID2073	LYP phosphatase	P. falciparum M17LAP	CSM14.1 death rescue	Lipid droplet	Lipid droplet cells 6.5 µM	SIAH1 antagonists	XIAP antagonists	P. falciparum M1AAP	NOD2 inhibition
O=C(COC(=O)CNC(=O)c1sc2ccccc2c1Cl)Nc1cc(Cl)cc(Cl)c1	44%	-9%	-5%	-0.1%	33	709	-3%	-5.5%	2%	5%
C=CCn1c(SCC(=O)N(C)C2CCS(=O)(=O)C2)nc2ccccc2c1=O (stereo not drawn)	-15%	-2%	4%	0.1%	6	672	15%	-7.2%	5%	9%
CCC(=Nc1ccccc1OC)C1=C(O)CC(c2ccccc2)CC1=O (stereo not drawn)	-8%	-6%	8%	-1.5%	-6	492	1%	-2.8%	-2%	13%
CCC(C)(C)n1nnnc1C(C(C)C)N1CCN(C(=O)c2ccco2)CC1 (stereo not drawn)	6%	-3%	nt	nt	5	879	5%	nt	nt	20%
CN1C2CCC1CC(OC(=O)c1c[nH]c3ccccc13)C2 (stereo not drawn)	8%	-10%	4%	0.0%	12	803	0%	-1.7%	8%	4%
COC(=O)c1cc(-c2cccc([N+](=O)[O-])c2)c2c(=O)[nH]c(=O)n(C)c2n1	12%	-6%	nt	nt	-18	728	2%	nt	nt	10%
CC(C)(C)SC(=O)C[C@@H]1NS(=O)(=O)OC2CCCCC21 (stereo partly drawn)	3%	-10%	nt	nt	-14	770	0%	nt	nt	-10%
Cc1cc(C(=O)N/N=C/c2ccc(O)c([N+](=O)[O-])c2)n[nH]1	3%	6%	35%	3.0%	0	653	2%	-5.5%	14%	0%
Cc1oc2c(c1C(=O)NCc1cc(C(=O)O)co1)CCCC2	0%	1%	27%	-2.4%	6	689	-4%	-2.3%	4%	-9%
CCN(CC)C(=O)CSC(Nc1ccc(F)cc1)=C(C#N)C#N	-5%	0%	4%	nt	-48	744	-5%	nt	4%	23%
O=c1cc(-c2ccccc2)nc2nc(-c3ccco3)[nH]n12	-7%	-10%	35%	-4.7%	-5	758	-1%	-1.6%	11%	-17%
CCCn1c(-c2cccnc2Cl)nc2cc(Cl)c(Cl)cc21	-5%	-3%	1%	-0.7%	14	616	1%	-5.6%	6%	3%
COc1ccc(NC(=O)Nc2cc(C)cc(C)c2)cn1	-8%	-5%	-4%	nt	19	663	1%	nt	3%	1%
CC(=O)Nc1ccc(S(=O)(=O)NCCCCNS(=O)(=O)c2ccc(NC(C)=O)cc2)cc1	4%	-8%	nt	nt	10	849	-2%	nt	nt	8%
CCN(CC)c1nc2cc(C)ccc2cc1/C=C(\C#N)C(N)=O	48%	1%	4%	2.0%	-1	709	2%	-2.5%	5%	2%
N#Cc1cc2c(nc1SCC(=O)N1CCCCC1)CCCCC2	-30%	4%	3%	7.3%	9	721	14%	-7.3%	11%	-15%
O=C(c1c[nH]c2ccc(S(=O)(=O)N3CCC4(CC3)OCCO4)cc2c1=O)N1CCOCC1	4%	0%	-25%	-0.9%	-2	765	-3%	-5.2%	4%	-5%
Cc1nc2nc(-c3ccco3)[nH]n2c(=O)c1C	?	-3%	3%	-1.0%	-15	744	-4%	-1.9%	2%	-2%
CSc1snnc1-c1ccccc1	4%	23%	-7%	-0.7%	11	682	0%	-3.9%	-1%	1%
O=C(CN(Cc1ccccc1)S(=O)(=O)c1ccc(Br)cc1)NCC1CCCO1 (stereo not drawn)	-4%	-7%	nt	nt	-24	730	9%	nt	nt	-2%
CCOC(=O)N1CCN(c2nc3ccccc3nc2C(C#N)C(=O)NCCc2ccccc2)CC1 (stereo not drawn)	16%	0%	0%	-4.4%	nt	nt	0%	-3.6%	-8%	21%
Cc1cc(NC(=O)CSc2ncnc3ccccc23)no1	9%	-8%	-14%	-1.1%	nt	nt	1%	-6.6%	-1%	20%
COc1ccc(OC)c(S(=O)(=O)Nc2cc(Cl)cc(Cl)c2)c1	2%	2%	-26%	-1.8%	-11	738	-2%	-7.7%	4%	-1%
CCCNC(=O)c1ccc(CN2CCOCC2)cc1	20%	-4%	1%	1.3%	2	671	0%	-11%	6%	-9%
Nc1nonc1N1CCCCC1	-3%	2%	-3%	nt	-3	722	-1%	-2.9%	-1%	-8%

Some values from the list.
Under XIAP antagonists, `Cc1nc2nc(-c3ccco3)[nH]n2c(=O)c1C` reads -1.9%
Under AID2073, `COc1ccc(NC(=O)Nc2cc(C)cc(C)c2)cn1` reads -8%

Continuation.
SMILES	AID2073	LYP phosphatase	P. falciparum M17LAP	CSM14.1 death rescue	Lipid droplet	Lipid droplet cells 6.5 µM	SIAH1 antagonists	XIAP antagonists	P. falciparum M1AAP	NOD2 inhibition
CCOc1ccc(N=CNc2ccc(OCC)cc2)cc1	?	-6%	nt	nt	-8	775	0%	nt	nt	-2%
Cc1cccc(C)c1NC(=O)c1nc(S(=O)(=O)Cc2ccccc2)ncc1Cl	8%	0%	nt	nt	-3	698	-2%	nt	nt	6%
CCOc1ccc(/C=N/NC(=O)C(OC)c2ccccc2)cc1 (stereo not drawn)	-6%	0%	3%	-0.4%	-1	683	2%	-0.5%	1%	3%
O=C(Nc1ccc(NC(=O)c2ccccc2Cl)nc1)c1ccncc1	9%	-1%	-12%	0.9%	1	581	0%	-6.6%	5%	-1%
Cc1ccccc1CC1SC(N)=NC1=O (stereo not drawn)	-1%	-11%	nt	nt	nt	nt	-1%	nt	nt	2%
O=C(CNC(=O)c1ccc(Cl)cc1)NCC(F)(F)F	-15%	69%*	2%	-1.7%	4	636	1%	-6.4%	-3%	16%
CN1CCN(c2nc3c(c(=O)[nH]c(=O)n3C)n2Cc2cccc(Br)c2)CC1	1%	-10%	nt	nt	-10	780	2%	nt	nt	7%
CCn1c(SCc2ccc(F)cc2)nc2c(c1=O)SCC2	-11%	2%	13%	3.0%	-2	712	0%	-4.1%	10%	21%
CCc1ccccc1N(C)S(=O)(=O)c1cc(-c2cc(C)no2)ccc1OC	1%	-9%	nt	nt	-16	732	-1%	nt	nt	13%
CC(=O)Nc1c2c(nn1-c1ccccc1)CSC2	13%	0%	nt	nt	-4	735	1%	nt	nt	-4%
COc1ccc(-c2noc(CN(C)C(=O)Nc3ccccc3)n2)cc1	-6%	2%	-5%	-1.2%	-3	706	-3%	-0.9%	1%	12%
CCCCOC(=O)C(NC(=O)c1ccccc1)=C(C)C	-6%	-3%	-3%	0.0%	-22	716	0%	-21%	13%	15%
Cn1ncc([N+](=O)[O-])c1C(=O)NC1CCCCC1	-9%	-14%	nt	nt	2	697	5%	nt	nt	-7%
Cn1c(=O)c(=O)n(C)c2cc(S(=O)(=O)N3CCCC3C(=O)NCc3cccnc3)ccc21 (stereo not drawn)	6%	-5%	-2%	nt	-6	755	3%	nt	5%	20%
COc1ccc(C(NC(=O)c2ccco2)c2ccc(OC)c(OC)c2)cc1OC	-2%	-8%	9%	-1.6%	nt	nt	4%	2.3%	5%	-9%
c1ccc(-c2csc3ncnc(NCCCN4CCOCC4)c23)cc1	9%	-4%	-5%	3.1%	0	713	-3%	-6.3%	-2%	30%
Cc1cc(C)cc(NC(=O)CN2CCC(NC(=O)Cc3ccccc3)CC2)c1	-3%	-8%	0%	-0.2%	nt	nt	-4%	-20%	3%	12%
S=C(Nc1ccccc1Cl)N1CCN(Cc2ccccc2)CC1	?	-2%	16%	-1.9%	-17	702	5%	-7.6%	-2%	3%
CO/N=C/c1cn(-c2ccc(Cl)cc2)nn1	6%	-4%	3%	-0.5%	5	715	-2%	-5.3%	-13%	-11%
CCCNC(=O)Nc1ccc(C(F)(F)F)cc1	10%	-9%	6%	0.5%	14	707	0%	-5.1%	-14%	-8%
NS(=O)(=O)c1ccc(NC(=O)COC(=O)COc2cccc(C(F)(F)F)c2)cc1	-21%	0%	6%	nt	-7	706	14%	nt	6%	-8%
CCCCN(CCCC)S(=O)(=O)c1ccc(OC)c2ncccc12	1%	-3%	0%	0.6%	4	728	4%	-0.7%	0%	-5%
Cc1oc(-c2cccs2)nc1CN1CCN(CC(C)C)C(CCO)C1 (stereo not drawn)	-4%	-2%	-3%	0.5%	4	637	1%	-0.4%	2%	-8%
Cc1c2cn[nH]c(=O)c2c(C)n1Cc1ccc(F)cc1	-2%	4%	8%	0.0%	4	698	-4%	0.4%	12%	14%
CCc1cc2c(NCCC(=O)O)nc(C)nc2s1	8%	-4%	8%	-1.7%	0	736	2%	-4.9%	6%	13%

More compounds
SMILES	AID2073	LYP phosphatase	P. falciparum M17LAP	CSM14.1 death rescue	Lipid droplet	Lipid droplet cells 6.5 µM	SIAH1 antagonists	XIAP antagonists	P. falciparum M1AAP	NOD2 inhibition
O=C(CSc1nnc2n1CCCN2)c1ccc([N+](=O)[O-])cc1	-57%	4%	4%	nt	2	668	5%	nt	5%	1%
CCc1ccc(C2CC(c3ccccc3)n3ncnc3N2)cc1 (stereo not drawn)	1%	-3%	-9%	0.7%	nt	nt	-4%	-6.5%	-6%	-4%
O=C(COCCOCC(=O)N(c1ccccn1)C1CCCCC1)N(c1ccccn1)C1CCCCC1	6%	2%	-3%	-0.2%	-25	736	-2%	-7.2%	12%	1%
Cc1ccc(NC(=O)C2C(C(=O)O)C3C=CC2C32CC2)cc1 (stereo not drawn)	8%	-7%	9%	-1.1%	-6	726	2%	-3.3%	4%	6%
CCOc1ccccc1NC(=O)Nc1cc(S(=O)(=O)N(C)C)ccc1C	3%	-6%	-8%	nt	16	741	15%	nt	4%	-3%
CCN(CC)S(=O)(=O)c1ccc(NCc2ccccc2)nc1	-2%	-5%	10%	-1.4%	4	692	2%	-4.0%	3%	4%
O=C(NCc1cccnc1)c1nc(-c2ccccc2)n(-c2ccccc2)n1	14%	-2%	nt	nt	16	855	-11%	nt	nt	22%
CN(Cc1ccccc1)C(=S)Nc1ccc2nc3n(c(=O)c2c1)CCCCC3	-10%	4%	-1%	-0.6%	3	689	-2%	-5.2%	1%	14%
O=S(=O)(NC1CC1)c1ccc(S(=O)(=O)N2CCc3ccccc32)cc1	4%	-4%	-1%	1.0%	nt	nt	-1%	-4.3%	8%	10%
FC(F)(F)c1cccc(N2CCN(C(=S)NC3CCCCC3)CC2)c1	-16%	9%	7%	-1.1%	8	689	0%	-8.3%	4%	4%
CCOC(=O)CCCC(=O)N1CCOCCOCCOCC1	10%	-8%	-2%	nt	-8	704	-5%	nt	5%	-8%
COc1cccc(CCNC(=O)CC2C(=O)NCCN2CC(C)(C)C)c1 (stereo not drawn)	7%	-9%	-2%	0.0%	-17	681	8%	-7.3%	-4%	10%
CC(=O)Nc1cccc(NC(=O)CCCC2CCCCC2)c1	16%	-6%	nt	nt	-44	707	3%	nt	nt	18%

These rows are one share of the data; count on the stated rates, not on these rows.
